High-throughput results as filed in PubChem.
KCNH2 WT inh – qHTS for Inhibitors of KCHN2 3.1: Wildtype qHTS; activity change, % at 1.84 µM; 0.37% of 340,000 active; AID 720551, 2013; U2OS, BacMam KCNH2, thallium flux FluxOr; hits give low values; Voltage-gated inwardly rectifying potassium channel KCNH2 (Homo sapiens), Q12809;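 active = maximum activity change below -70%; inconclusive = maximum activity change between -70% and -50%; inactive = maximum activity change above -50%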
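U2OS cells were transduced with wild-type KCNH2 virus (2.03 x 10^8 / mL) for 4 h at room temperature, then cultured overnight at 37 C. Thallium flux was read with FluxOr dye. Rate constants were normalized to DMSO controls.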
BCR signal inh – qHTS Assay to Find Inhibitors of Chronic Active B-Cell Receptor Signaling. 0.05% of 340,000 active. Potency, µM (top dose mostly 46.1 µM), for the others: at the top dose ratio change, negative = lower green/red ratio, actives largely listed as inhibitors. ABC-DLBCL IkBa-CBG/CBR reporter, luminescence ratio, 4 h; active = well fitted inhibition curve with a large enough effect in the signal ratio, with a control signal flat, not every such curve was filed as active; inconclusive = small, poorly fitted or top-dose-only effect, or effect the other way, or a change in a side signal; the % refers to the signal ratio;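 note: potency is the fitted concentration of half-maximal effect; plate controls were basal doxycycline-induced cells for no effect and cells given 10 µM MG132 for full effect; MG132 reads +100%, hits lower the ratio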
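Cell line TMD8 (human ABC DLBCL), stably expressing tet-inducible CBG68-IkBa fusion and CBR; IMDM/0.5% FBS; cpd up to 46 uM; dox induction, 4 h, 37C/5% CO2; dual luminescence; green/red ratio; MG132 control.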
Giardia killer – Small Molecules that selectively kill Giardia lamblia: qHTS. Giardia lamblia trophozoite viability. activity change, % at 7.66 µM, hits read low. 0.15% of 340,000 active. AID 540267, 2011; in the data active = activity change below about -80%; inconclusive = between about -30% and that limit;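 note: parasites exposed to compound for two days anaerobically before the ATP read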
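ATP-content bioluminescence gauges trophozoite survival. Cells (100/well) receive compound and incubate anaerobically for 48 hrs at 37 deg C; detection reagent follows for 15-30 min at room temperature.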
Coupling enz – qHTS Assay for Inhibitors of Fructose-1,6-bisphosphate Aldolase from Giardia Lamblia: Coupling assay counterscreen | coupling enzyme system counterscreen, AmpLite Red fluorescence | activity change, negative = inhibition, % at 58.2 µM, hits read low | 0.67% of 290,000 active; in the data active = activity change below about -30%
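Fluorescence at 525 nm excitation and 598 nm emission measured inhibition of the coupled detection system without aldolase. Compounds (at 57.5 uM final) were preincubated 10 min at room temperature with coupling enzyme reagent before a 20 min substrate/AmpLite Red step.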
GALK inhibitor – qHTS Assay for Inhibitors of Human Galactokinase (GALK). 0.007% of 270,000 active. Potency, µM (titrated, usually from 57.5 µM), for the others: at the top dose activity change, negative = inhibition, hits mostly inhibitors. Purified GALK, Kinase-Glo residual ATP luminescence; note: potency is the fitted concentration of half-maximal effect
Target sequence (P51570 whole entry, looked up): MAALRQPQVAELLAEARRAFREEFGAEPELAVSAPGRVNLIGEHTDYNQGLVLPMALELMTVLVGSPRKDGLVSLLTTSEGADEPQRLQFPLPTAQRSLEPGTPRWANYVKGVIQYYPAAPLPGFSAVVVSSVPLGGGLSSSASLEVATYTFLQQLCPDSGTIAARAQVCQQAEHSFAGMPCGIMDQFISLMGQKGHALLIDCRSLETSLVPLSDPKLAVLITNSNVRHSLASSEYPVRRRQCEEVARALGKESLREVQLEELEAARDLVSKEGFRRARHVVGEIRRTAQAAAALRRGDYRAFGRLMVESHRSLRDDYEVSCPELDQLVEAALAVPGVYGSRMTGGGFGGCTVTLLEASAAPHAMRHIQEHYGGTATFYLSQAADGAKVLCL
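GALK at 5 nM final was combined with compound, 35 uM ATP and 100 uM galactose in HEPES pH8.0 with MgCl2 and DTT. The reaction ran one hour at room temperature before luminescent ATP detection.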
USP2a block – qHTS Assay for Inhibitors of Ubiquitin-specific Protease USP2a Using CHOP2 as the Reporter. Ubiquitin carboxyl-terminal hydrolase 2 (Homo sapiens), O75604. USP2 core, Ub-CHOP2 coupled fluorogenic reporter, 485/531. Potency, µM (titrated, usually from 38.3 µM), for inactives: top-dose activity change, negative = inhibition, usual class: inhibitors. 0.01% of 330,000 active;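 note: potency is the fitted concentration of half-maximal effect; plate controls were DMSO wells for no effect and full inhibition by NEM control for full effect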
Target sequence (O75604 whole entry, looked up): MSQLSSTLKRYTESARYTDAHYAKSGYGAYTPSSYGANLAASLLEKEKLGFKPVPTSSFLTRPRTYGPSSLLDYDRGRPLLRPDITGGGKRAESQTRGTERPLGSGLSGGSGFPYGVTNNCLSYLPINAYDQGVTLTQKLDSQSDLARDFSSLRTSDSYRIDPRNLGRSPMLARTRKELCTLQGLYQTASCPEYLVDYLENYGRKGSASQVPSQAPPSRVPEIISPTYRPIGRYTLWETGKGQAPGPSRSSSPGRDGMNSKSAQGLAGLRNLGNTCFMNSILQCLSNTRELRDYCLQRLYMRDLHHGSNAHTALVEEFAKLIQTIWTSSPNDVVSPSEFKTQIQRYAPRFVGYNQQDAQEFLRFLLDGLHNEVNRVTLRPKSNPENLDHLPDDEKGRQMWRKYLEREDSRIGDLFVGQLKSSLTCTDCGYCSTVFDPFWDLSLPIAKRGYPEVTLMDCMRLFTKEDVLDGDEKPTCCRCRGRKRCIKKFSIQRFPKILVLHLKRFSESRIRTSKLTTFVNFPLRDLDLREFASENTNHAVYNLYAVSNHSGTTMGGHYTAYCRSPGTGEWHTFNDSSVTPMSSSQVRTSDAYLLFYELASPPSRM
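Cell-free coupled assay: 10nM USP2 core preincubated 30min RT with compound in Tris-HCl pH 8.0/CaCl2/CHAPS buffer, then 25nM Ub-CHOP2 and 25nM reporter substrate; fluorescence (Ex 485/Em 531) read after 60min RT, normalized to NEM inhibition, concentration-response curves fitted.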
PKM2 act – qHTS Assay for Activators of Human Muscle isoform 2 Pyruvate Kinase; Pyruvate kinase PKM (Homo sapiens), P14618; purified PKM2, Kinase-Glo ATP luminescence, activation; response scale: 0% is enzyme alone, no compound; Potency, µM (doses to about 57.5 µM), without a hit: at the top dose activation, actives largely listed as activators; 0.34% of 260,000 active; AID 1631, 2009; note: potency is the fitted concentration of half-maximal effect; nearly all actives have a fitted effect of over 55% in size
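Purified hPK-M2 (>95% pure) converted ADP (0.1 mM final) to ATP with 0.5 mM PEP in 50 mM imidazole pH7.2, KCl, MgCl2, Tween 20, BSA; 1 h at room temperature. ATP detected by Kinase-Glo luminescence.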
uPA generation – qHTS for Inhibitors of Cell Surface uPA Generation; cell surface uPA generation assay, qHTS; Potency, µM (titrated, usually from 38.3 µM), for inactives: top-dose activity change, negative = inhibition, hits mostly inhibitors; 0.31% of 330,000 active; active = well fitted inhibition curve with a large enough effect; inconclusive = small, poorly fitted or top-dose-only effect; inactive = no such curve, though single readings can be large or run the other way; tested in mouse RAW 264.7 cells; note: potency is the fitted concentration of half-maximal effect; nearly all actives have a fitted effect of over 55% in size
Eya2 phos inh – qHTS Assay for Inhibitors of the Phosphatase Activity of Eya2; recombinant Eya2, OMFP fluorescence dephosphorylation (OMFP is methylfluorescein phosphate); Potency, µM (highest dose often 76.9 µM), without a hit: at the highest dose activity, negative = inhibition, usual class: inhibitors; 0.006% of 330,000 active; AID 488837, 2010; note: potency is the fitted concentration of half-maximal effect
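Eya2 (0.2 uM) preincubated 10 min at ambient with compound, then OMFP substrate added at 50 uM; 10 min reaction in 50 mM HEPES pH 7.5, 50 mM NaCl, 5 uM MgCl2, 0.05% BSA, 1 mM DTT. Fluorescence read at Ex 485/Em 525 nm.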
KCNH2 3.1 block – qHTS for Inhibitors of KCHN2 3.1: Mutant qHTS; Potassium voltage-gated channel subfamily H member 2, brain isoform KCNH2 3.1 (human); U2OS KCNH2 3.1, thallium flux FluxOr; hits give low values; activity change, % (tested at about 1.8 µM); 0.95% of 340,000 active; AID 720553, 2013;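 active = maximum activity change below -70%; inconclusive = maximum activity change from -70% to -50%; inactive = maximum activity change above -50%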;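 note: thallium influx rate constant from kinetic fluorescence after stimulation buffer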
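U2OS cells transduced with KCNH2 3.1 mutant virus (1.77 x 10^8 /mL, 4 h), plated overnight at 37 C, loaded 45 min with FluxOr dye plus Red40 quencher. Thallium flux rate constant from kinetic reads after stimulation buffer, normalised to controls.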
B2AR arrestin – qHTS assay of beta-arrestin-biased ligands of beta2-adrenergic receptor; Beta-2 adrenergic receptor (Homo sapiens), P07550; beta-arrestin recruitment to beta2AR, cell-based reporter; Potency, µM (titrated, usually from 46.1 µM), without a hit: at the top dose activation, most hits filed as activators; 0.02% of 330,000 active; AID 492947, 2010;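 note: potency is the fitted concentration of half-maximal effect; 0% = DMSO controls and full agonism = EC100 isoproterenol or metaproterenol; nearly all actives have a fitted effect of over 65% in size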
An asterisk follows results filed as active; ? = inconclusive; . = no result given; [ ] = dose if it differs, or a comment. Unless noted, calls come from the whole dose curve; as a rule, active = well fitted curve in the direction sought with a large enough effect; inconclusive = small, poorly fitted or top-dose-only effect, or another doubt; inactive = no such curve, though single readings can be large; an effect the other way counts as inactive or inconclusive. Unless noted, % is set by controls: 0 for no effect and ±100 for the full control effect.

1: COc1ccc(CCc2nnc(CCC(=O)NCc3cnn(-c4ccccc4C)c3)o2)cc1
2: Cc1occc1C(=O)NNC(=O)CN1C(=O)NC2(CCCCC2)C1=O
3: CC1CCN(C(=O)C2CCN(S(=O)(=O)c3ccc4c(c3)CC(C)N4C(=O)C3CC3)CC2)CC1 (stereo unspecified)
4: C=CCn1c(SCC(=O)Nc2ccc3c(c2)OCO3)nnc1-c1ccccc1OC
5: CCCc1nnc(SCC(=O)N2CCOCC2)n1Cc1ccco1
6: COC(=O)c1c(C)[nH]c(O)c1C=Nc1ccc(C#N)cc1
assay / entry | 1 | 2 | 3 | 4 | 5 | 6
KCNH2 WT inh | 2.3 | 6.2 | 5.6 | -2.7 | -3.1 | .
BCR signal inh | 4.7% | ? | 9.3% | 0.8% | -1.8% | 9.1%
Giardia killer | 1.7 | 6.4 | -0.1 | 6.0 | 3.5 | -9.4
Coupling enz | 3.2 | . | -1.8 | -3.4 | -0.7 | -35.6*
GALK inhibitor | -0.8% | . | -0.5% | 1.0% | -1.0% | -1.7%
USP2a block | 2.2% | -1.9% | 0.3% | -1.2% | -1.6% | 8.9%
PKM2 act | -6.7% | . | . | -5.8% | -0.8% | 10.1%
uPA generation | 9.3% | -3.6% | 2.1% | 4.2% | 0.9% | 0.5%
Eya2 phos inh | -10.2% | -0.8% | 6.2% | -6.8% | 6.9% | 10.5%
KCNH2 3.1 block | 0.2 | -3.0 | -8.6 | 9.2 | 8.2 | 4.7
B2AR arrestin | -0.3% | -0.1% | -0.5% | -0.9% | 0.3% | 0.4%

7: COC(=O)c1ccc(CNC(=O)C(NC(=O)c2ccco2)C(C)C)cc1 (stereo unspecified)
8: COCCN1C=C2C(=O)C(C)(OC(=O)CCC(=O)OC)C(=O)C=C2C=C1C1CC1 (stereo unspecified)
9: CCN(C(=O)CCc1ccccc1)C1CCCCC1
10: Cc1ccccc1-c1nc2ccccc2c(=O)n1/N=C/c1ccccc1[N+](=O)[O-]
11: CC(C)CCN1C(=O)c2ccc(C(=O)NCc3ccccn3)cc2C1=O
12: COc1c(Cl)cc(Cl)cc1CNCc1ccccc1
assay / entry | 7 | 8 | 9 | 10 | 11 | 12
KCNH2 WT inh | -3.5 | -0.9 | 9.4 | 11.0 | 4.2 | 5.2
BCR signal inh | 0.0% | -0.4% | 6.1% | ? | -0.8% | ?
Giardia killer | 7.5 | -14.6 | -9.6 | 14.0 | -0.2 | -29.0
Coupling enz | -1.3 | -45.4* | 1.4 | 1.9 | . | 1.2
GALK inhibitor | -1.1% | 0.1% | 6.4% | 0.2% | . | 1.1%
USP2a block | -1.0% | 9.7% | -0.8% | -1.8% | -0.1% | -0.9%
PKM2 act | -10.8% | -9.5%[11.5 µM] | -0.8%[11.5 µM] | -0.2% | . | 9.2%
uPA generation | 2.7% | 12.9% | -13.7% | -4.8% | 3.7% | -3.6%
Eya2 phos inh | -8.1% | -1.3% | -1.1% | 4.7% | -17.8% | 2.5%
KCNH2 3.1 block | 0.6 | 4.2 | -8.3 | -4.6 | -0.2 | -5.3
B2AR arrestin | -0.2% | 0.3% | 0.0% | 0.4% | -0.2% | 0.2%

13: CCC1CCC(c2nnc(-c3ccc(Br)cc3)o2)CC1 (stereo unspecified)
14: COc1cccc(CN(C)C(=O)CSc2nc3ccccc3[nH]2)c1OC
15: CCCc1cnc(N2CCN(C(=O)c3ccccc3)CC2)nc1
16: CCOC(=O)NC(CC(=O)O)c1ccc(OC)cc1 (stereo unspecified)
17: COCCn1cnnc1SCC(=O)Nc1cccc(S(=O)(=O)N2CCCCCC2)c1
18: CCOC(=O)c1sc(-c2ccc(F)cc2)cc1NC(=O)Nc1ccccc1OC
assay / entry | 13 | 14 | 15 | 16 | 17 | 18
KCNH2 WT inh | -2.5 | -3.4 | 3.4 | -0.1 | 13.3 | 1.2
BCR signal inh | ? | -12.1% | ? | ? | 1.6% | -1.0%
Giardia killer | 18.2 | -6.6 | 42.9[activator] | -9.3 | 6.5 | 9.1
Coupling enz | 4.1 | -0.6 | -0.5 | 2.1 | -0.4 | -2.0
GALK inhibitor | -0.3% | -2.3% | 0.9% | 8.5% | 1.8% | 1.6%
USP2a block | 3.2% | -1.6% | -0.7% | 3.3% | 1.4% | 2.4%
PKM2 act | -1.1% | 8.8% | . | 1.2% | -10.6% | 4.5%
uPA generation | 1.9% | 1.3% | 2.9% | 6.7% | -5.0% | -4.7%
Eya2 phos inh | 5.2% | -9.2% | 1.6% | -3.6% | 3.2% | 6.3%
KCNH2 3.1 block | 4.9 | -18.3 | -16.3 | -0.7 | 12.8 | -2.3
B2AR arrestin | 3.2% | 0.1% | -0.3% | 0.4% | -1.3% | -0.1%

Grouped by structure: the compounds so far with sulfur.
3: CC1CCN(C(=O)C2CCN(S(=O)(=O)c3ccc4c(c3)CC(C)N4C(=O)C3CC3)CC2)CC1 (stereo unspecified)
4: C=CCn1c(SCC(=O)Nc2ccc3c(c2)OCO3)nnc1-c1ccccc1OC
5: CCCc1nnc(SCC(=O)N2CCOCC2)n1Cc1ccco1
14: COc1cccc(CN(C)C(=O)CSc2nc3ccccc3[nH]2)c1OC
17: COCCn1cnnc1SCC(=O)Nc1cccc(S(=O)(=O)N2CCCCCC2)c1
18: CCOC(=O)c1sc(-c2ccc(F)cc2)cc1NC(=O)Nc1ccccc1OC
assay / entry | 3 | 4 | 5 | 14 | 17 | 18
KCNH2 WT inh | 5.6 | -2.7 | -3.1 | -3.4 | 13.3 | 1.2
BCR signal inh | 9.3% | 0.8% | -1.8% | -12.1% | 1.6% | -1.0%
Giardia killer | -0.1 | 6.0 | 3.5 | -6.6 | 6.5 | 9.1
Coupling enz | -1.8 | -3.4 | -0.7 | -0.6 | -0.4 | -2.0
GALK inhibitor | -0.5% | 1.0% | -1.0% | -2.3% | 1.8% | 1.6%
USP2a block | 0.3% | -1.2% | -1.6% | -1.6% | 1.4% | 2.4%
PKM2 act | . | -5.8% | -0.8% | 8.8% | -10.6% | 4.5%
uPA generation | 2.1% | 4.2% | 0.9% | 1.3% | -5.0% | -4.7%
Eya2 phos inh | 6.2% | -6.8% | 6.9% | -9.2% | 3.2% | 6.3%
KCNH2 3.1 block | -8.6 | 9.2 | 8.2 | -18.3 | 12.8 | -2.3
B2AR arrestin | -0.5% | -0.9% | 0.3% | 0.1% | -1.3% | -0.1%
